Bioassay records as filed in PubChem BioAssay.
U2OS ROS induce – inducers of reactive oxygen species in cancer cells | AID 624156 | U2OS ROS induction, H2DCF-DA fluorescence | ROS induction (% of piperlongumine), % at 10 µM | 46,000 compounds, 2% hits; in the data active means ROS induction above about 79%, passing the limit was not always enough;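 further: 0% = DMSO vehicle median and 100% = reference compound median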
An asterisk follows results filed as active. Not all compounds are listed; count on the stated rates, not on these rows.

The opening 2 records as a preview:
smiles | U2OS ROS induce
C[C@H](CO)N1C[C@H](C)[C@@H](CN(C)C(=O)Nc2cccc3ccccc23)Oc2c(NS(C)(=O)=O)cccc2C1=O | -3.1
CC(Sc1nc(N)cc(=O)[nH]1)C(=O)Nc1cccc(Cl)c1 (stereo unspecified) | 5.1

Results, from the start:
smiles | U2OS ROS induce
C[C@H](CO)N1C[C@H](C)[C@@H](CN(C)C(=O)Nc2cccc3ccccc23)Oc2c(NS(C)(=O)=O)cccc2C1=O | -3.1
CC(Sc1nc(N)cc(=O)[nH]1)C(=O)Nc1cccc(Cl)c1 (stereo unspecified) | 5.1
CCC1NC(=O)c2cc(S(N)(=O)=O)c(Cl)cc2N1 (stereo unspecified) | 3.6
O=C1CSC(c2ccccc2)N1Cc1ccccc1 (stereo unspecified) | -8.7
COc1ccc(S(=O)(=O)N(C)C[C@H]2Oc3ccc(NS(=O)(=O)c4ccccc4)cc3C(=O)N([C@H](C)CO)C[C@@H]2C)cc1 | 20.3
CCOC(=O)NN1C(=O)c2ccccc2NC1c1ccc(OC)cc1 (stereo unspecified) | -1.6
O=C(NCCN1CCOCC1)[C@@]1(Cc2ccccc2)COC(c2ccc(OCCCO)cc2)=N1 | 11.4
COC(=O)c1sc(SC)c(-c2ccon2)c1C | -10.6
Cc1noc(C)c1S(=O)(=O)Nc1ccc2c(c1)C(=O)N([C@H](C)CO)C[C@@H](C)[C@H](CN(C)C(=O)Nc1ccccc1)O2 | -5.6
Cc1ccc(OCCN2CCN(c3ncnc4scc(-c5ccccc5)c34)CC2)cc1 | 18.8
C[C@H]1CN([C@@H](C)CO)C(=O)c2cc(NC(=O)Nc3ccc(F)cc3)ccc2O[C@@H]1CN(C)C(=O)NC1CCCCC1 | -5.5
C=CCN1C(=O)/C(=C/c2cn(C(C)CC)c3ccccc23)C(=O)NC1=S (stereo unspecified) | 64.6

Among those listed so far, two contain a Cl atom.
smiles | U2OS ROS induce
CC(Sc1nc(N)cc(=O)[nH]1)C(=O)Nc1cccc(Cl)c1 (stereo unspecified) | 5.1
CCC1NC(=O)c2cc(S(N)(=O)=O)c(Cl)cc2N1 (stereo unspecified) | 3.6

(next part)
smiles | U2OS ROS induce
CC(C)(C)c1ccc(Cn2c(=N)n(CC(=O)O)c3ccccc32)cc1 | 1.3
Cc1ccc(C)c(N(CC(=O)Nc2cccc([N+](=O)[O-])c2C)S(C)(=O)=O)c1 | 3.2
C[C@H](CO)N1C[C@H](C)[C@H](CN(C)S(C)(=O)=O)Oc2ccc(NC(=O)NC3CCCCC3)cc2C1=O | 7.0
C[C@H]1CN([C@@H](C)CO)C(=O)c2cccc(NC(=O)c3ccc(-c4nccs4)cc3)c2O[C@@H]1CN(C)Cc1ccc(C(F)(F)F)cc1 | 56.0
CNC[C@@H]1Oc2c(NS(=O)(=O)c3ccc(Cl)cc3)cccc2C(=O)N([C@H](C)CO)C[C@H]1C | -8.5
Cc1cccc(CN(C)C[C@@H]2Oc3ncc(-c4cccc(F)c4)cc3C(=O)N([C@H](C)CO)C[C@@H]2C)c1 | 43.3
C[C@@H]1CCCCO[C@H](CN(C)S(=O)(=O)c2ccc(Cl)cc2)[C@@H](C)CN([C@H](C)CO)C(=O)c2cc(NC(=O)Nc3ccc(F)cc3)ccc2O1 | 31.4
Cc1ccc(-c2nnc(SCC(=O)Nc3ccc(Br)c(Cl)c3)n2C)cc1 | 12.1
CNC[C@@H]1Oc2c(NC(=O)NC(C)C)cccc2C(=O)N([C@H](C)CO)C[C@@H]1C | -9.6
Cc1ccc(/C=N/NC(=O)c2ccccn2)o1 | 5.0
C[C@@H]1CN([C@H](C)CO)C(=O)Cc2cc(NC(=O)CCCCCC(=O)Nc3ccccc3N)ccc2O[C@@H]1CN(C)S(=O)(=O)c1cccs1 | -2.7
Cc1nc(NCC2CCCO2)c2c(C)c(C)sc2n1 (stereo unspecified) | -7.0
CCOc1ccccc1NC(=O)CSc1n[nH]c(N)n1 | -14.2
CSc1ccccc1-n1nnnc1SCC(=O)Nc1ccccc1Cl | 4.5
Oc1ccc(-c2nc(-c3ccc(F)cc3)c(-c3ccncc3)[nH]2)cc1 | 19.6
Cc1cc(C(=O)Nc2cccc3c2O[C@H](CN(C)Cc2ccncc2)[C@@H](C)CN([C@H](C)CO)C3=O)n(C)n1 | -4.7
Cc1noc(C)c1S(=O)(=O)Nc1cccc2c1O[C@@H](CN(C)Cc1ccc(C(=O)O)cc1)[C@@H](C)CN([C@H](C)CO)C2=O | -10.8
Cc1noc(C)c1NC(=O)Nc1ccc2c(c1)CC(=O)N([C@H](C)CO)C[C@@H](C)[C@H](CN(C)Cc1ccc(Oc3ccccc3)cc1)O2 | 15.3
C[C@H]1CN([C@@H](C)CO)C(=O)Cc2cc(NC(=O)C3CC3)ccc2O[C@@H]1CN(C)C(=O)Nc1cccc2ccccc12 | 14.8
N/C(CSc1nc2ccccc2s1)=N\O | 45.8
C[C@@H]1CN([C@H](C)CO)C(=O)CCCn2cc(nn2)CO[C@H]1CN(C)C(=O)Oc1ccccc1 | -7.0
C[C@@H]1CN([C@@H](C)CO)C(=O)c2cc(NS(=O)(=O)c3ccc(F)cc3)ccc2O[C@H]1CN(C)C(=O)Nc1cccc2ccccc12 | -5.8
O=S(=O)(c1ccccc1)c1nc(-c2ccccc2F)oc1NCc1cccnc1 | 13.8
O=C(O)c1cc(F)cc(C(F)(F)F)c1 | 1.0
CCOC(=O)c1cc(NC(=O)CSc2nc3ccccc3s2)ccc1Cl | 34.3
Cc1nn(Cc2cccc(C(=O)NC(=O)Nc3ccc(Cl)cc3)c2)c(C)c1Br | -4.6
C[C@H]1CN([C@@H](C)CO)C(=O)CCCn2cc(nn2)CO[C@H]1CN(C)C(=O)Nc1ccc(N2CCCCC2)cc1 | 3.8
CC[n+]1c(C)csc1Nc1ccc(N2CC(C)OC(C)C2)cc1 (stereo unspecified) | -8.5
COC(=O)C1CCN(C(=O)Cc2ccc(C)cc2)CC1 | 6.6
CCCCN(C1=NC2CS(=O)(=O)CC2S1)c1ccc(Cl)cc1 (stereo unspecified) | -5.2
C[C@H](CO)N1C[C@H](C)[C@H](CN(C)Cc2ccncc2)Oc2ncc(C#CCC3CCCC3)cc2C1=O | 27.8
O=C(Nc1ccc(Br)c2cccnc12)c1ccc(Cn2cc(Cl)cn2)o1 | -13.6
[N-]=[N+]=NCc1ccccc1C[C@]1(C(=O)NCC(O)CO)COC(c2ccc(OCCCO)cc2)=N1 (stereo partly specified) | 2.9
COc1cc(-c2cc(OC)c(C)cc2OC)c(OC)cc1C | 20.2
Cc1ccc(-n2nnnc2-c2c[nH]c3cc(Cl)c(F)cc23)cc1 | 5.0
CC1=C(C(=O)OCCc2ccccc2)C(c2ccc(N(C)C)cc2)NC(=S)N1 (stereo unspecified) | 22.6
C[C@H]1CN([C@@H](C)CO)C(=O)c2cc(NS(C)(=O)=O)ccc2O[C@H]1CN(C)CC1CC1 | 1.5
Cc1noc(C)c1S(=O)(=O)Nc1cccc2c1O[C@@H](CN(C)C(=O)Nc1ccc3c(c1)OCO3)[C@@H](C)CN([C@@H](C)CO)C2=O | -8.0
COc1ccc(NC(=O)Nc2cccc3c2O[C@H](CN(C)C(=O)Nc2ccc4c(c2)OCO4)[C@@H](C)CN([C@H](C)CO)C3=O)cc1 | -8.2
Cn1c(C(=O)N2CCC(C(=O)O)CC2)cc2sccc21 | -12.3
O=C1C(=O)N(CCCn2ccnc2)C(c2ccccc2)C1C(=O)c1cccs1 (stereo unspecified) | -5.0
C[C@H]1CN([C@@H](C)CO)C(=O)c2cccc(NC(=O)Nc3cccc4ccccc34)c2O[C@@H]1CN(C)S(=O)(=O)c1ccc(Cl)cc1 | 42.4
O=C(NCCO)c1ccc(N2C(=O)c3ccccc3C2=O)cc1 | -12.3
C=CCNC(=O)c1ccc2c(c1)N(CC)C(=O)c1ccccc1S2 | -2.2
O=C(CCSc1ccccc1)NC1CC1 | -22.9
O=S(=O)(Nc1nc(SCc2ccc(Cl)cc2)n[nH]1)c1ccc(F)cc1 | -19.1
C[C@@H]1CN([C@H](C)CO)C(=O)c2cccc(NC(=O)c3ccc(-c4nccs4)cc3)c2O[C@H]1CN(C)C(=O)Nc1cccc2ccccc12 | 0.2
C[C@H](CO)N1C[C@H](C)[C@@H](CN(C)S(=O)(=O)c2cn(C)cn2)Oc2c(cccc2N(C)C)C1=O | -6.5
Cc1ccc(S(=O)(=O)N(C)C[C@@H]2Oc3ccc(NC(=O)Nc4ccc(F)cc4)cc3C(=O)N([C@H](C)CO)C[C@@H]2C)cc1 | 3.8
COc1ccc(NC(=O)N(C)C[C@@H]2Oc3c(NC(=O)Nc4cccc5ccccc45)cccc3C(=O)N([C@H](C)CO)C[C@H]2C)cc1 | 0.0
C[C@@H]1CN([C@@H](C)CO)C(=O)Cc2cc(NS(=O)(=O)c3ccccc3)ccc2O[C@@H]1CN(C)Cc1ccc(C(F)(F)F)cc1 | 15.0
CC(C)(C)OC(=O)N1CCC[C@H]1/C=N/NC(=O)CCCCCC(=O)O | 0.7
Cc1ccn2cc(CNS(=O)(=O)c3ccc(Cl)s3)nc2c1 | 2.6
COc1ccccc1CN1C(=O)c2ccccc2[C@](Cc2ccccc2I)(C(=O)NCCN2CCOCC2)[C@@H]1c1ccc(CO)cc1 | 55.9
O=C(CSc1ncccn1)Nc1cccc2ccccc12 | 14.9
Cc1noc(C)c1NC(=O)N(C)C[C@@H]1Oc2c(NC(=O)c3cnccn3)cccc2C(=O)N([C@H](C)CO)C[C@@H]1C | -7.3
CC(=O)c1cccc(NC(=O)CSc2nc(-c3ccccc3)c(-c3ccccc3)o2)c1 | -10.3
COc1ccc(C(=O)NCc2ccc3c(c2)OCO3)cc1 | 3.4
CCC(=O)Nc1ccc(Br)cc1-c1nnc(SC)[nH]c1=O | -12.5
COc1ccc(S(=O)(=O)Nc2ccc3c(c2)C(=O)N([C@H](C)CO)C[C@@H](C)[C@H](CN(C)S(=O)(=O)c2ccc(Cl)cc2)O3)cc1 | 13.4

The results go on.
smiles | U2OS ROS induce
Cc1ccc(NC(=O)c2oc3ccccc3c2NC(=O)Cc2coc3ccc(C)cc23)cc1 | -11.1
Cc1cc(NS(=O)(=O)c2ccc(NC(=O)c3oc4cc(C)c(C)cc4c3C)cc2)nc(C)n1 | 4.6
C[C@H]1CN([C@@H](C)CO)C(=O)Cc2cc(NC(=O)CCN3CCOCC3)ccc2O[C@@H]1CN(C)Cc1ccc(C(F)(F)F)cc1 | 6.3
C[C@H]1CN([C@@H](C)CO)C(=O)c2cccc(NC(=O)c3cnccn3)c2O[C@H]1CN(C)S(=O)(=O)c1ccc(Cl)cc1 | 8.3
CCOC(=O)c1cnc2c(OC)cccc2c1N1CC(C)CC(C)C1 (stereo unspecified) | 25.0
N#Cc1c(OCC(F)(F)F)ccc(S(=O)(=O)N2CCCC2)c1OCC(F)(F)F | 5.6
CCc1c(O)nc(SCC(=O)N(c2ccccc2)c2ccccc2)[nH]c1=O | -7.7
COc1ccc(S(=O)(=O)N(C)C[C@@H]2OCCCC[C@@H](C)Oc3ccc(N(C)C)cc3C(=O)N([C@H](C)CO)C[C@@H]2C)cc1 | 5.3
Cc1ccc(NC(=O)Cn2cnc3sc(C(=O)Nc4ccccc4)c(C)c3c2=O)cc1 | -2.3
COC(=O)COc1cc(C)ccc1C | -5.4
C[C@@H]1CN([C@H](C)CO)C(=O)c2cccc(NS(=O)(=O)c3cn(C)cn3)c2O[C@H]1CN(C)Cc1ccc(C(F)(F)F)cc1 | 2.4
Cc1ccc(CNC(=O)C2CNc3cc(C)ccc3O2)cc1 (stereo unspecified) | -4.7
C[C@H]1CN([C@@H](C)CO)C(=O)c2cc(NC(=O)NC3CCCCC3)ccc2O[C@@H]1CN(C)S(=O)(=O)c1ccccc1 | -17.4
COc1ccc(NC(=O)N(C)C[C@@H]2Oc3ccc(NC(=O)Nc4c(C)noc4C)cc3CC(=O)N([C@H](C)CO)C[C@H]2C)cc1 | 6.5
CCCCCC(O)c1cccc(OCc2ccc3ccccc3n2)c1 (stereo unspecified) | -7.6
Cc1cc(C)c(S(=O)(=O)N(C)CC(=O)Nc2ccc3c(c2)OCCO3)c(C)c1 | -14.0
COc1cccc(Nc2nnc(-c3cc4cccc(OC)c4oc3=O)s2)c1 | -10.0
Cc1noc(C)c1S(=O)(=O)Nc1ccc2c(c1)CC(=O)N([C@H](C)CO)C[C@@H](C)[C@H](CN(C)S(=O)(=O)c1ccc(F)cc1)O2 | -7.9
CN1CC[C@]23c4ccccc4N[C@H]1[C@]21CCN(C)[C@H]3Nc2ccccc21 | 56.7
Cc1ccc(S(=O)(=O)N2CCN(C/C=C/c3ccccc3)CC2)c(C)c1C | -8.9
Cc1ccc(C(=O)CSc2nnc(N)s2)c(C)c1 | -5.9
CCOC(=O)c1ccccc1NC(=O)COc1ccc(C)cc1C(C)(C)C | 7.4
O=C(NC1CC1)c1ccc2c(c1)N(Cc1ccccc1)C(=O)CS2 | -1.0
Cc1cccc(Oc2ccc(N3C(=O)C4C5C=CC(C5)C4(C)C3=O)cc2)c1C (stereo unspecified) | 5.3
COc1ccc(C(NC(=O)c2ccccc2)c2ccc3cccnc3c2O)c(OC)c1 (stereo unspecified) | 52.8
C[C@H](CO)N1C[C@H](C)[C@@H](CN(C)Cc2ccc3c(c2)OCO3)Oc2c(NS(=O)(=O)c3cn(C)cn3)cccc2C1=O | -3.3
CC(C)OC(=O)N(C)C[C@@H]1OCc2cnnn2CCCC(=O)N([C@H](C)CO)C[C@H]1C | -1.6
CCCN(C)C[C@@H]1OCCCC[C@@H](C)Oc2ccc(NC(=O)CCC(F)(F)F)cc2C(=O)N([C@H](C)CO)C[C@@H]1C | 6.1
C[C@H]1CN([C@@H](C)CO)C(=O)c2cccc(N(C)C)c2O[C@@H]1CN(C)C(=O)Nc1ccc2c(c1)OCO2 | -7.5
